# KAT2A inh: qHTS Assay for Inhibitors of GCN5L2. Potency, µM (top dose mostly 58.9 µM), inactives show at the top dose activity change, negative = inhibition, hits mostly inhibitors. Histone acetyltransferase KAT2A (Homo sapiens), Q92830. GCN5L2 HAT assay, ThioGlo1 CoA-SH fluorescence. 390,000 compounds, 0.21% hits
# Target sequence (Q92830 whole entry, looked up): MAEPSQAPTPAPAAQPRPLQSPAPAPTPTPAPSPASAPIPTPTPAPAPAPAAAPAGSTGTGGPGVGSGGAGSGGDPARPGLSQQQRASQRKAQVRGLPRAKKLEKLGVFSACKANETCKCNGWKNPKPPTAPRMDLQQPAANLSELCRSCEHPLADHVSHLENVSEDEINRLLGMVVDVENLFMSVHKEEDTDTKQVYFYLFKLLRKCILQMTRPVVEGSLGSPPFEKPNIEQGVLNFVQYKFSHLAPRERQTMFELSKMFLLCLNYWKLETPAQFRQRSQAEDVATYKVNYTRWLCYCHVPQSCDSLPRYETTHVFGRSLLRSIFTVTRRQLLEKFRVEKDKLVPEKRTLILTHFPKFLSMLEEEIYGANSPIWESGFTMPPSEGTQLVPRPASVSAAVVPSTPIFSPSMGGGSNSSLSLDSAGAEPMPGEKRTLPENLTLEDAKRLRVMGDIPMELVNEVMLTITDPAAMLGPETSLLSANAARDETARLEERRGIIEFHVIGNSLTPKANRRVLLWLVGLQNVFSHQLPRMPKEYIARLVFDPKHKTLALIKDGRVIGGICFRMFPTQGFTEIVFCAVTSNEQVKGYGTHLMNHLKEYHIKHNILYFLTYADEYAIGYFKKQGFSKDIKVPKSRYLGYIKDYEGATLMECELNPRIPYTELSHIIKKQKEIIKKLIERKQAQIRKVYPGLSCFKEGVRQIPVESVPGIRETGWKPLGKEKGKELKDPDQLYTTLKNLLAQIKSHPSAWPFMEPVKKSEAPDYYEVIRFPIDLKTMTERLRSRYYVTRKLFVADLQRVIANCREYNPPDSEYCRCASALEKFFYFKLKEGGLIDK
#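 Fluorescence readout, Ex340nm/Em540nm: ThioGlo1 (50uM final) reacts with free CoA thiol released as 20nM GCN5L2 acetylates H3(1-25) peptide (75uM) using acetyl-CoA (70uM). Compound and enzyme sat 15 min beforehand; 20 min room-temperature reaction.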
# TDP1 cell noCPT: qHTS for Inhibitors of human tyrosyl-DNA phosphodiesterase 1 (TDP1): qHTS in cells in absence of CPT; Potency, µM (series often up to 46.2 µM), for inactives: at the top dose activity change, negative = growth inhibition, most hits filed as inhibitors; DT40 Tdp1-/- hTDP1 cells, no CPT, ATP luminescence, 48 h; 420,000 compounds, 15% hits; note: nearly all actives have a fitted effect of over 55% in size
#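 Camptothecin absent (DMSO only). Human TDP1-complemented DT40 knockout cells, 400 cells/well, 37 °C for minimum 48 hr; ATP measured via CellTiter-Glo, 30 min dark incubation, luminescence.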
# DT40 TDP1 CPT: qHTS for Inhibitors of human tyrosyl-DNA phosphodiesterase 1 (TDP1): qHTS in cells in presence of CPT. chicken DT40 Tdp1-/-;hTDP1 cells + 20 nM CPT, ATP luminescence, 48 h. Potency, µM (series often up to 46.2 µM), for inactives: at the top dose activity change, negative = growth inhibition, actives largely listed as inhibitors. 420,000 compounds, 12% hits; note: nearly all actives have a fitted effect of over 55% in size
#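 Chicken DT40 Tdp1-/- cells stably complemented with human TDP1 were seeded at 400 cells/well in medium containing 20 nM camptothecin, exposed to pin-transferred compounds, and grown at 37 °C for at least 48 hr. Viability was read as ATP luminescence.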
# * hit, by the source's call; ? = inconclusive; . = not tested or not shown; & = joins results of further samples; [ ] = another dose, or the depositor's remark. Calls come from the whole dose curve; as a rule, active = well fitted curve in the direction sought with a large enough effect; inconclusive = small, poorly fitted or top-dose-only effect, or another doubt; inactive = no such curve, though single readings can be large; an effect the other way counts as inactive or inconclusive. % is set by controls: 0 for no effect and ±100 for the full control effect; potency is the fitted concentration of half-maximal effect.
SMILES,KAT2A inh,TDP1 cell noCPT,DT40 TDP1 CPT
COCCOC(=O)C1=C(C)Nc2ncnn2C1c1ccco1 (centres undefined),3%,-12%,7%
COc1cccc2c(N/N=C/c3ccco3)cc(C)nc12,2%,5%,-3%
CCc1cccc(N2C(=O)CS(=O)(=O)C23C(=O)N(Cc2ccccc2)c2ccc(C)cc23)c1 (centres undefined),-2%,18µM*,?
N#CCCN1CCN(S(=O)(=O)c2ccc(S(=O)(=O)NC3CC3)cc2)CC1,-9%,4%,-1%
O=[N+]([O-])c1cccc(-c2csc(N/N=C/c3cccc(O)c3)n2)c1,-7%,21µM*,?
Cc1onc(-c2ccccc2)c1C(=O)N1CCN(c2ccc([N+](=O)[O-])cc2)CC1,.,21µM*,?
COc1ccccc1CNC(=O)CSc1nnc2ccc(-c3cccnc3)nn12,-7%,-17%,-26%
O=C(c1cc([N+](=O)[O-])cc([N+](=O)[O-])c1)N1CCN(Cc2ccc3c(c2)OCO3)CC1,0%,?,?
NCc1csc(NC(=O)Nc2cccc(Cl)c2)n1,.,?,?
O=C(COC(=O)C1CCC(N2C(=O)C3C4CCC(C4)C3C2=O)CC1)c1ccc(F)cc1 (centres undefined),-9%,-2%,0%
CCN[C@H]1C[C@H](C)S(=O)(=O)c2sc(S(N)(=O)=O)cc21,1%,29%&-1%,-6%&4%
CC1CCN(Cc2nnnn2CCCC(=O)NC(c2ccccn2)C(F)(F)F)CC1 (centres undefined),-1%,-10%,-3%
COC(=O)c1ccc(NC(=O)Cc2ccc(F)cc2)cc1,-3%,?,?
CC(NCCOCCOc1ccccc1)c1ccccc1 (centres undefined),-2%,?,-19%
O=C(Oc1ccc(Cl)cc1)c1ccc(COC(=O)c2cnccn2)cc1,-7%,-1%,2%
CC(=O)Nc1ccc(SCC(=O)c2cc(C)ccc2C)cc1,5%,?,-6%
c1csc(-c2noc(CN3CCN4CCCC4C3)n2)c1 (centres undefined),0%,-8%,-11%
COc1ccc(-c2nnn(CC(=O)N(c3cccc(O)c3)C(C)C(=O)NC3CCCC3)n2)cc1OC (centres undefined),-4%,?,10%
Cc1n[nH]c(=O)c2c(NC(=O)CSc3ccc(F)cc3)oc(C)c12,-14%,-14%,-8%
O=C1CN(C(=O)CN2C(=O)NC3(CCCCC3)C2=O)c2ccccc2N1,-9%,-1%,17%
O=C(Nc1cccs1)OCCN1CCN(Cc2ccccc2)CCC1=O,1%,-5%,-23%
CCCCc1c(CCC)c(=N)c2ccccc2n1C,?,5.2µM*,23µM*
OC1(CNCc2ccccc2)C2CC3CC(C2)CC1C3 (centres undefined),-6%,-22%,0%
Cc1ccc(CN2C(=O)CCC2C(=O)NCCCN2CCCC(C)C2)cc1 (centres undefined),-6%,10%,9%
C/C(=N\NS(=O)(=O)c1ccc(C)cc1)c1cccs1,0%,-30%,-2%
# (listing goes on)
SMILES,KAT2A inh,TDP1 cell noCPT,DT40 TDP1 CPT
O=C(Nc1nc2ccccc2[nH]1)c1ccccc1OC(F)F,-4%,?,1%
COc1ccc(OC)c(C(=O)Nc2ccc3[nH]ccc3c2)c1,.,-2%,-1%
Cc1cccc2cc(C#N)c(NCCNC(=O)COc3ccccc3)nc12,-3%,?,?
CCOC(=O)c1ccc(Oc2coc3cc(O)ccc3c2=O)cc1,-9%,-8%,-11%
O=C(CSc1nnc(-c2ccco2)o1)N1CCN(c2ccccc2)CC1,-6%,-22%,-5%
O=S(=O)(NCc1ccc2c(c1)OCO2)c1cccc2nsnc12,-4%,12%,-10%
CN1CCN(C(=O)c2c(O)c3cccc4c3n(c2=O)CCC4)CC1,-2%,0%,8%
COc1ccc(C(=O)N2CCc3ccccc32)cc1S(=O)(=O)N1CCOCC1,-1%,?,-28%
COc1ccccc1NC(=O)COC(=O)[C@@H]1CCCN1C(=O)c1cccs1,-16%,-6%,-15%
COc1ccc2cc(C[C@@H]3CC[C@@H](CNC(N)=O)O3)ccc2c1,-1%,-12%,-9%
O=C(Nc1ccc(OCC(=O)N2CCOCC2)cc1)c1ccccc1F,-2%,-3%,2%
Cc1cc2oc(C(=O)Nc3sc4c(c3C(=O)NCc3ccccc3)CCCC4)cc(=O)c2cc1C,-1%,1%,3%
CC(C)NC(=O)C(=O)NNC(=O)CCc1ccccc1,9%,-21%,14%
CCOC(=O)C1(C)CCCCCN1C(=O)c1ccc(OC)cc1 (centres undefined),.,?,16µM*
CCOC(=O)C1=C(C)Nc2ncnn2C1c1ccc(N(C)C)cc1 (centres undefined),-7%,?,17%&-20%
CC(OC(=O)Cn1[nH]c(=O)c2ccccc2c1=O)C(=O)Nc1ccc(F)cc1 (centres undefined),1%,2%,-5%
COc1cc(OC)cc(C(=O)Nc2ccc(S(=O)(=O)N3CCOCC3)cc2)c1,-2%,8%,-14%
N#CC1=C(N)C(C#N)(C#N)C(c2cccnc2)C2CC(c3ccccc3)CC=C12 (centres undefined),-5%,21µM*,16µM*
COc1ccccc1S(=O)(=O)N1CCN(c2nc(-c3cccs3)nc3ccccc23)CC1,.,7.9µM*,10µM*
CCOC(=O)c1c(NC(=O)C2COc3ccccc3O2)sc(C)c1C (centres undefined),-5%,?,?
Cc1occc1-c1nnc(SCC(=O)NC2CCCCC2C)o1 (centres undefined),0%,-24%,-14%
CC(=O)NS(=O)(=O)c1ccc(NC(=O)c2cc(-c3ccc(C)c(C)c3)nc3ccccc23)cc1,-27%,-16%,12%
Cc1ccc(C(=O)Nc2ccccc2C(=O)NCC2CCCO2)cc1 (centres undefined),3%,-4%,-8%
CCOC(=O)C1C(=O)C=C(c2cccs2)CC1c1ccccc1C (centres undefined),-8%,?,?
N#Cc1cc(C(=O)c2cc(Cl)ccc2O)cn(-c2ccccc2)c1=O,0%,1%,19%
# Next part:
SMILES,KAT2A inh,TDP1 cell noCPT,DT40 TDP1 CPT
O=C(Nc1ccc2oc(-c3ccc(Cl)cc3)nc2c1)c1ccc2ccccc2c1,-4%,-16%,2%
COC(=O)[C@]12CCCCC=C1N(Cc1ccc(Cl)cc1Cl)C(=O)[C@H](CC(=O)NCCCCc1ccccc1)C2,.,?,?
CCCn1c(N)c(N(CCOC)C(=O)CSCC(=O)Nc2ccc(C)cc2)c(=O)[nH]c1=O,-5%,0%,-7%
CCc1ccc(C(=O)C(C)OC(=O)Cn2[nH]c(=O)c3ccccc3c2=O)cc1 (centres undefined),-8%,9%,-2%
CC(=O)NCc1ccc(C(=O)CSc2nnc(-c3ccncc3)n2Cc2ccccc2)o1,-11%,-8%,-23%
COc1ccc(C(=O)Cn2nnc(-c3ccccc3NC(=O)c3ccco3)n2)cc1,-14%,8.2µM*,?
CCCCn1c(N)c(N(CC)C(=O)c2cc(Br)ccc2Cl)c(=O)[nH]c1=O,-7%,-5%,24%
O=C(NNC(=O)c1ccccc1O)c1ccc(NS(=O)(=O)c2ccc(F)c(F)c2)cc1,1%,?,?
CS(=O)(=O)c1ccc(Cl)c(NC(=O)CSc2n[nH]c(N)n2)c1,-2%,-6%,-4%
Cc1ccccc1-c1ccnc2[nH]n(-c3ccccc3)c(=O)c12,2%&0%,2%,?
CC1(O)CC2C(CC1O)C2(C)C (centres undefined),-18%,-37%,-3%
CCCCNC(=O)c1onc(CSc2cccc(OC)c2)c1C(=O)NCCCC,.,?,?
COC(=O)c1[nH]c2cc(OC)c(OC)cc2c1NC(=O)c1cccc(OC)c1,-2%,21µM*,?
CCOC(=O)C1CCCN(c2c(NCCc3cccc(C)c3)c(=O)c2=O)C1 (centres undefined),-5%,4%,10%
CCNC(=O)C1(C)CCCN1C(=O)c1ccc2c(c1)OCO2 (centres undefined),.,2%,-4%
Cc1ccc2nc(SCC(=O)NCC3Cc4cccc(-c5nc(C)cnc5C)c4O3)[nH]c2c1 (centres undefined),.,-6%,-6%[9.04 µM]
O=C(c1cccnc1)N1CCN(C/C=C/c2ccccc2)CC1,0%,1%,-1%
O=C(COC(=O)/C=C/c1cccc(F)c1)NC(=O)NCc1ccccc1,-1%,?,-21%
COc1ccc(C(=O)Nc2ccc(S(=O)(=O)N3CCCC3)cc2)cc1[N+](=O)[O-],-5%,-6%,-26%
COc1ccc(Cc2nn3c(-c4cc(OC)c(OC)c(OC)c4)nnc3s2)cc1,-8%,?,?
O=C(NCCS(=O)(=O)c1ccc(Br)cc1)c1ccc(F)cc1,-11%,15%,-13%
O=c1[nH]c(-c2ccccc2)nc2sc(-c3ccccc3)cc12,-17%,6.5µM*,10µM*
CC1CCN(C(=O)Cn2cc(SCC(=O)NCC3CCCO3)c3ccccc32)CC1 (centres undefined),0%,-9%,14%
CCOC(=O)CN(C)Cc1cn(C)nc1-c1ccc(Oc2ccccc2)cc1,-22%,13µM*,?
Cc1nc(N2CCN(c3ccccn3)CC2)c2c(C)c(C(=O)N3CCN(c4ccc(F)cc4)CC3)sc2n1,-12%,?,?
CN(Cc1ccccc1)c1nc(-c2cccc([N+](=O)[O-])c2)nc2ccccc12,35%,18µM*,18µM*

# A draw from above in order of length of the SMILES, rising:
SMILES,KAT2A inh,TDP1 cell noCPT,DT40 TDP1 CPT
CC1(O)CC2C(CC1O)C2(C)C (centres undefined),-18%,-37%,-3%
CCCCc1c(CCC)c(=N)c2ccccc2n1C,?,5.2µM*,23µM*
CC(C)NC(=O)C(=O)NNC(=O)CCc1ccccc1,9%,-21%,14%
COCCOC(=O)C1=C(C)Nc2ncnn2C1c1ccco1 (centres undefined),3%,-12%,7%
C/C(=N\NS(=O)(=O)c1ccc(C)cc1)c1cccs1,0%,-30%,-2%
O=C(Nc1cccs1)OCCN1CCN(Cc2ccccc2)CCC1=O,1%,-5%,-23%
CCOC(=O)C1C(=O)C=C(c2cccs2)CC1c1ccccc1C (centres undefined),-8%,?,?
O=C(NCCS(=O)(=O)c1ccc(Br)cc1)c1ccc(F)cc1,-11%,15%,-13%
Cc1ccc(CN2C(=O)CCC2C(=O)NCCCN2CCCC(C)C2)cc1 (centres undefined),-6%,10%,9%
CCOC(=O)CN(C)Cc1cn(C)nc1-c1ccc(Oc2ccccc2)cc1,-22%,13µM*,?
Cc1n[nH]c(=O)c2c(NC(=O)CSc3ccc(F)cc3)oc(C)c12,-14%,-14%,-8%
COc1ccc2cc(C[C@@H]3CC[C@@H](CNC(N)=O)O3)ccc2c1,-1%,-12%,-9%
COc1ccccc1NC(=O)COC(=O)[C@@H]1CCCN1C(=O)c1cccs1,-16%,-6%,-15%
COc1ccc(Cc2nn3c(-c4cc(OC)c(OC)c(OC)c4)nnc3s2)cc1,-8%,?,?
COC(=O)c1[nH]c2cc(OC)c(OC)cc2c1NC(=O)c1cccc(OC)c1,-2%,21µM*,?
CC(OC(=O)Cn1[nH]c(=O)c2ccccc2c1=O)C(=O)Nc1ccc(F)cc1 (centres undefined),1%,2%,-5%
O=C(NNC(=O)c1ccccc1O)c1ccc(NS(=O)(=O)c2ccc(F)c(F)c2)cc1,1%,?,?
Cc1ccc2nc(SCC(=O)NCC3Cc4cccc(-c5nc(C)cnc5C)c4O3)[nH]c2c1 (centres undefined),.,-6%,-6%[9.04 µM]
CCCn1c(N)c(N(CCOC)C(=O)CSCC(=O)Nc2ccc(C)cc2)c(=O)[nH]c1=O,-5%,0%,-7%
Cc1cc2oc(C(=O)Nc3sc4c(c3C(=O)NCc3ccccc3)CCCC4)cc(=O)c2cc1C,-1%,1%,3%
Cc1nc(N2CCN(c3ccccn3)CC2)c2c(C)c(C(=O)N3CCN(c4ccc(F)cc4)CC3)sc2n1,-12%,?,?
COC(=O)[C@]12CCCCC=C1N(Cc1ccc(Cl)cc1Cl)C(=O)[C@H](CC(=O)NCCCCc1ccccc1)C2,.,?,?

# Some of the compounds tested. The share of hits here may be higher or lower than overall.
